NCOA3 inh – SRC3 coactivator transcriptional activity inhibitors, primary screen, cell-based, luminescence | 0.17% of 360,000 active | Nuclear receptor coactivator 3 (Homo sapiens), Q9Y6Q9 | inhibition, % at 3.6 µM | HEK293 GAL4-SRC3 luciferase reporter;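 active = inhibition above a per-campaign cutoff, the mean of all compounds plus 3 SD, cut at about 60% in these data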;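 also: 0% = DMSO-treated cells and 100% = gossypol-treated cells at 36 µM; higher means less SRC3-driven luciferase light from the GAL4 reporter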
Target sequence (Q9Y6Q9 whole entry, looked up, the tested form may be a part): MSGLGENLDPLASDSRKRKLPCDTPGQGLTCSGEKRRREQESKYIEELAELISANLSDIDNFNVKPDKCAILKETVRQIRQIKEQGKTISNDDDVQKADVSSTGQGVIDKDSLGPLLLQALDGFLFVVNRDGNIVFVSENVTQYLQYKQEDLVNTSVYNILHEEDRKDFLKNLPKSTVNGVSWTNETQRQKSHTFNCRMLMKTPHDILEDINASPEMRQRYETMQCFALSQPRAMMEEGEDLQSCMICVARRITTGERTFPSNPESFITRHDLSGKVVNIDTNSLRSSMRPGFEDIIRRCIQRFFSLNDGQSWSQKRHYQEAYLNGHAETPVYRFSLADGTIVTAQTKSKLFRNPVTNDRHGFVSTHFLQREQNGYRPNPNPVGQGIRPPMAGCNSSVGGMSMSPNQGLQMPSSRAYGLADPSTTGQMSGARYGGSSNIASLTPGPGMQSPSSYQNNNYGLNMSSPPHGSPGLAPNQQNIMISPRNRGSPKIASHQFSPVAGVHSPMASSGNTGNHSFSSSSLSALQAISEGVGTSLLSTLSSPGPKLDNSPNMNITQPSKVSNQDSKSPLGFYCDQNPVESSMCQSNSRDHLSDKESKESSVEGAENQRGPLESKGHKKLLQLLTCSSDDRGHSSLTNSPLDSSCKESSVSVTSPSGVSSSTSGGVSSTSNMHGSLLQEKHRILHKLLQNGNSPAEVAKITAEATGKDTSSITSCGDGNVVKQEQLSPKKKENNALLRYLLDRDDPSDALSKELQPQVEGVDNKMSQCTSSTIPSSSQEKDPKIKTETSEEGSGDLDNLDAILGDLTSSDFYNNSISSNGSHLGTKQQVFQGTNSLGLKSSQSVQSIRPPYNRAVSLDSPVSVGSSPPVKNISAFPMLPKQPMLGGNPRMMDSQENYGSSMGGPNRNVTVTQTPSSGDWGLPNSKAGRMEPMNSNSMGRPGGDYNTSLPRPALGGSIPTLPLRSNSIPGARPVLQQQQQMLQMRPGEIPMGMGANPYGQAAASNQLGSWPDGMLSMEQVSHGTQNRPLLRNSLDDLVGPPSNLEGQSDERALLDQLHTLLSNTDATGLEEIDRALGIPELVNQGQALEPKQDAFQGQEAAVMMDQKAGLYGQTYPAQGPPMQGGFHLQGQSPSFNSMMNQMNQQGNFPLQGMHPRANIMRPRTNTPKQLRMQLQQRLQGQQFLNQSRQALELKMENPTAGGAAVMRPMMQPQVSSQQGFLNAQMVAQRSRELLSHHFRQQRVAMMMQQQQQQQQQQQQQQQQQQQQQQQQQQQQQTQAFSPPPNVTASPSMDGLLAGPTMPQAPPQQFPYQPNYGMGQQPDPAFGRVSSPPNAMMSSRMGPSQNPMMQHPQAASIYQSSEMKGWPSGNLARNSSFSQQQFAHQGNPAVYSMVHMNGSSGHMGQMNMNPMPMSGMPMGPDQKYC
Vif imaging – HIV Vif self-association inhibitors, primary screen, imaging, HEK293T, single point. AID 602346, 2012. inhibition, % at 7.49 µM. HEK293T cells, Vif self-association by quenched fluorescence, 24 h. 0.35% of 340,000 active; in the data active = inhibition above about 50%, passing the limit was not always enough; also: some results filed as inactive read as strong as hits
NCOA1 inh – SRC1 coactivator transcriptional activity inhibitors, primary screen, cell-based, luminescence | Nuclear receptor coactivator 1 (Homo sapiens), Q15788 | HEK293 GAL4-SRC1 luciferase reporter | inhibition, % at 3.6 µM | 0.12% of 360,000 active;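 active = inhibition above the campaign mean plus 3 SD, with each screening campaign given its own cutoff, cut at about 60% in these data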;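 also: 0% = DMSO treated cells and 100% = gossypol at 36 µM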
TRAIL sens C8 – viability loss with TRAIL in NB7+C8 cells, primary screen, TRAIL sensitizer project, cell-based, ATPlite luminescence; inhibition (viability loss, TRAIL sensitization), % at 10 µM; 1% of 360,000 active; AID 624354, 2012;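 active = compounds causing at least 50% loss of cell viability in the single-dose screen, relative to plate controls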
LRH-1 inv ag – LRH-1 (NR5A2) inverse agonists, primary screen, cell-based, luminescence, HEK293T, StAR-luciferase reporter; Nuclear receptor subfamily 5 group A member 2 (Homo sapiens), O00482; LRH-1 transfected, 24 h; inhibition, % at 3.6 µM; 0.13% of 360,000 active;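 active = inhibition above the mean inhibition of all tested compounds plus 3 SD, cut at about 73% in these data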;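 also: 0% = DMSO wells and 100% = reporter-only cells lacking LRH-1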
NCOA2 inhibitor – inhibition of GAL4-SRC2 driven luciferase reporter, primary screen, SRC2 inhibitor project, cell-based, luminescence; 0.17% of 370,000 active; HEK293 GAL4-SRC2 luciferase reporter; inhibition, % at 9 µM; Nuclear receptor coactivator 2 (Homo sapiens), Q15596;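 active = inhibition above the mean inhibition of all tested compounds plus 3 SD, set per campaign, cut at about 52% in these data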;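 also: 0% = DMSO treated cells and 100% = cells given Gossypol at 36 µM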
EBV LMP1 NFkB – EBV LMP1-driven NF-kappaB luciferase reporter inhibitors, primary screen, cell-based, luminescence, single point. LMP1-induced NF-kappaB luciferase reporter cells. inhibition, % at 12.5 µM. 0.69% of 350,000 active. AID 504558, 2011; in the data active = inhibition above about 41%;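 also: 0% = neutral control wells and 100% = reference inhibitor control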
TLR9-MyD88 inh – inhibitors of TLR9-MyD88 association in cells, primary screen, cell-based, CHO, BLA complementation, fluorescence; Toll-like receptor 9 (Homo sapiens) + Myeloid differentiation primary response protein …; CCF4 FRET ratio; inhibition, % at 4.98 µM; 0.21% of 340,000 active;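 active = inhibition above the mean over all tested compounds plus 3 SD, cut at about 21% in these data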;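 also: 0% = DMSO only wells and 100% = clavulanate BLA inhibitor control wells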
TROY NFkB inh – inhibitors of TROY-driven NF-kB signaling, primary screen, Q293 LMP1-TROYcd cells, NF-kB luciferase, uHTS; AID 1347056, 2019; 0.98% of 360,000 active; inhibition, % at 10 µM; Q293 LMP1-TROYcd NF-kB luciferase reporter, 4 h;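 active = compounds whose plate-normalised and pattern-corrected inhibition of the luciferase reporter signal at the single screening dose is 50% or more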
NOD2-RIPK2 inh – NOD2-RIPK2 binding disruptors in cells, primary screen, fluorescence, CHO cells, BLA complementation. AID 624267, 2012. Receptor-interacting serine/threonine-protein kinase 2 (Homo sapiens), O43353. CCF4 ratio. 0.38% of 360,000 active. inhibition, % at 4.98 µM; in the data active = inhibition above about 21%;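 also: 0% = vehicle only and 100% = reference blocker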
NR2F2 inh – NR2F2 transcriptional activity inhibitors, primary screen, cell-based, luciferase reporter, HEK293T, luminescence; COUP transcription factor 2 (Homo sapiens), P24468; HEK293T NGFI-A luciferase reporter; inhibition, % at 8.6 µM; 0.7% of 370,000 active; AID 686940, 2013;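 active = inhibition above a per-plate cutoff, mean inhibition of test wells between control levels plus 3 SD, cut at about 38% in these data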;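 also: cells cotransfected with COUP-TFII expression vector driving the NGFI-A reporter; 0% = median of COUP-TF2 test wells and 100% = reporter-only cells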
* = called active by the depositor; / = no result given.

SMILES	NCOA3 inh	Vif imaging	NCOA1 inh	TRAIL sens C8	LRH-1 inv ag	NCOA2 inhibitor	EBV LMP1 NFkB	TLR9-MyD88 inh	TROY NFkB inh	NOD2-RIPK2 inh	NR2F2 inh
CCOC(=O)/C(C#N)=C(\O)c1ccc(NC(=O)c2ccc([N+](=O)[O-])cc2)cc1	9	-2	5	-4	-5	16	/	/	-30	-43	-3
Cc1cccc(C)c1-n1c(C)nn(CC2CC2)c1=O	17	15	4	-8	-2	15	4	4	6	-3	17
CN(C)S(=O)(=O)c1cccc(-c2nn(-c3ccccc3)cc2/C=C(\C#N)c2nc3ccccc3[nH]2)c1	34	3	1	27	-6	-4	-6	-3	1	0	11
O=C(Nc1ccc2c(c1)OCCO2)c1ccoc1	-50	-1	-36	24	-13	-51	-2	-9	-26	1	-22
CCN(CC)CCOC(=O)c1cccc(Cl)c1	4	-5	5	-4	11	2	0	11	/	-8	-4
CC1Cc2ccccc2N1C(=O)C1CCCN1S(=O)(=O)c1ccc(Cl)cc1 (centres undefined)	0	-2	15	-1	33	12	-6	7	-12	-4	4
CCOC(=O)c1c(NC(=O)c2ccccc2C(=O)O)sc2c1CCC2	-4	-7	-7	-17	-2	-8	-8	3	11	7	16
CC(C)Oc1ccc(C(=O)NC(C)(C)CO)cc1	16	-2	-14	0	-2	-21	-7	4	-31	-4	-2
O=C(CCC(=O)N1CCN(S(=O)(=O)c2ccccc2)CC1)NC1CCCc2ccccc21 (centres undefined)	-7	-3	-7	-11	1	-20	-2	5	1	-9	8
CC1=Nc2cc(C(=O)NCCCOC(C)C)ccc2Sc2ccc(C)cc21	1	2	7	-26	22	26	-4	10	33	10	-48
Cc1nn(C)c(C)c1NC(=O)/C(C#N)=C\N(C)C	23	5	3	3	9	-6	3	5	0	-8	16
COC(=O)CN1C(=O)C2(C(C#N)=C(N)Oc3ccccc32)C2=C1CC(C)(C)CC2=O (centres undefined)	18	-6	-4	5	2	-17	1	-6	7	-2	21
C#CCOCCOCCOCCNc1nc(N2CCN(C(=O)CCCCCCCCCCNC(=O)[C@H](CCC(=O)O)n3cc(CCCCCN)nn3)CC2)nc(N2CCN(C(=O)CCCCCCCCCCNC(=O)[C@@H]([C@H](C)O)n3cc(C)nn3)CC2)n1	2	-8	-8	-7	4	/	0	2	-15	12	/
COc1cccc(/C=C/C(=O)Nc2ccccc2N2CCOCC2)c1	-20	-3	-12	12	-25	-9	4	8	-17	-3	-12
N#Cc1ccc(COC(=O)CCc2c[nH]c3ccccc23)cc1	22	/	11	-7	17	-26	-2	-8	-9	-15	11

10 consecutive compounds from above:
SMILES	NCOA3 inh	Vif imaging	NCOA1 inh	TRAIL sens C8	LRH-1 inv ag	NCOA2 inhibitor	EBV LMP1 NFkB	TLR9-MyD88 inh	TROY NFkB inh	NOD2-RIPK2 inh	NR2F2 inh
CC1Cc2ccccc2N1C(=O)C1CCCN1S(=O)(=O)c1ccc(Cl)cc1 (centres undefined)	0	-2	15	-1	33	12	-6	7	-12	-4	4
CCOC(=O)c1c(NC(=O)c2ccccc2C(=O)O)sc2c1CCC2	-4	-7	-7	-17	-2	-8	-8	3	11	7	16
CC(C)Oc1ccc(C(=O)NC(C)(C)CO)cc1	16	-2	-14	0	-2	-21	-7	4	-31	-4	-2
O=C(CCC(=O)N1CCN(S(=O)(=O)c2ccccc2)CC1)NC1CCCc2ccccc21 (centres undefined)	-7	-3	-7	-11	1	-20	-2	5	1	-9	8
CC1=Nc2cc(C(=O)NCCCOC(C)C)ccc2Sc2ccc(C)cc21	1	2	7	-26	22	26	-4	10	33	10	-48
Cc1nn(C)c(C)c1NC(=O)/C(C#N)=C\N(C)C	23	5	3	3	9	-6	3	5	0	-8	16
COC(=O)CN1C(=O)C2(C(C#N)=C(N)Oc3ccccc32)C2=C1CC(C)(C)CC2=O (centres undefined)	18	-6	-4	5	2	-17	1	-6	7	-2	21
C#CCOCCOCCOCCNc1nc(N2CCN(C(=O)CCCCCCCCCCNC(=O)[C@H](CCC(=O)O)n3cc(CCCCCN)nn3)CC2)nc(N2CCN(C(=O)CCCCCCCCCCNC(=O)[C@@H]([C@H](C)O)n3cc(C)nn3)CC2)n1	2	-8	-8	-7	4	/	0	2	-15	12	/
COc1cccc(/C=C/C(=O)Nc2ccccc2N2CCOCC2)c1	-20	-3	-12	12	-25	-9	4	8	-17	-3	-12
N#Cc1ccc(COC(=O)CCc2c[nH]c3ccccc23)cc1	22	/	11	-7	17	-26	-2	-8	-9	-15	11

New compounds follow
SMILES	NCOA3 inh	Vif imaging	NCOA1 inh	TRAIL sens C8	LRH-1 inv ag	NCOA2 inhibitor	EBV LMP1 NFkB	TLR9-MyD88 inh	TROY NFkB inh	NOD2-RIPK2 inh	NR2F2 inh
COCCN1C(=O)C(=O)/C(=C(/O)c2ccc(S(=O)(=O)N3CCCCC3)cc2)C1c1ccc(O)c(OC)c1 (centres undefined)	0	2	7	-5	0	-45	-3	-4	-10	-2	-12
O=C(CNC(=S)N(CCCN1CCOCC1)Cc1cccs1)N1CCCCCC1	11	11	-4	10	-8	-13	3	-6	6	-10	6
CCCCn1c(N)c(N(CC(C)C)C(=O)c2oc3ccc(OC)cc3c2C)c(=O)[nH]c1=O	-1	-3	-2	0	5	-41	7	3	-21	-1	-7
Cn1c(=O)n(C)c2cc(S(=O)(=O)NCCc3ccccc3)ccc21	-10	23	1	12	5	5	-1	-1	-11	-13	11
Cc1cc(C(=O)Nc2ccccn2)no1	-119	4	-47	-4	-70	-24	-18	-2	-31	-1	-53
O=C(Nc1ccc(S(=O)(=O)Nc2nccs2)cc1)c1cc(-c2ccccc2)nc2ccccc12	14	7	-7	8	9	-7	3	-6	18	-1	4
C[C@H](NC(=O)C1(c2ccccc2)CCN(C(=O)OC(C)(C)C)CC1)C(=O)N[C@@H](C(=O)O)c1ccccc1	20	38	0	3	13	-16	0	-8	-21	0	6
CCOC(=O)c1n[nH]c2ccccc12	9	-1	3	-20	-14	-5	15	-7	3	2	-4
Cc1ccc(Cl)cc1NC(=O)Cn1cc2c(n1)CCCC2	0	2	-8	-1	3	10	3	-3	-15	-11	4
O=S1(=O)CCN(Cc2ccccc2C(F)(F)F)CC1	-4	11	2	-2	-7	6	2	-1	-13	-1	-1
CC(C)(C)OC(=O)N1CCC(CNC(=O)c2ccccc2)CC1	7	-4	7	-9	9	-33	-1	/	-11	-13	-7
Cc1cc(OCC(=O)N2CCc3ccccc3C2)c2c(-c3ccccc3)cc(=O)oc2c1	14	4	-2	38	-9	9	1	-11	12	-5	10
c1ccc(CCn2nnnc2CN2CCc3ccccc32)cc1	2	/	-33	2	-5	10	3	-8	-10	-7	-1
COc1ccc(-c2c(C#Cc3ccsc3)c3cc(-c4ccc(C(N)=O)cc4)ccc3n2C)cc1	-4	0	-3	17	-4	2	-2	-1	6	-8	-5
Cc1ccc(NC(=S)NCC2CCCO2)c(OC(F)F)c1 (centres undefined)	9	-7	-31	6	-20	10	-1	-16	-4	6	14
COc1cccc(CN=CC2=C(O)CC(C)(C)CC2=O)c1OC	-15	-4	7	2	-2	-7	-2	5	-11	-3	-21
O=C(CSc1nnc(-c2ccncc2)n1CC1CCCO1)NCc1ccccc1 (centres undefined)	12	6	0	10	1	0	-14	8	5	3	-11
COc1nc(NC2OC(CO)C(O)C(O)C2O)c(N)c(=O)[nH]1 (centres undefined)	14	6	-4	-13	18	-5	3	-7	-14	-1	-24
CC(=O)CC1(O)C(=O)N(Cc2ccccc2)c2ccccc21 (centres undefined)	3	14	-5	-15	8	-3	-9	-3	16	4	-3
O=C(O)/C=C/C(=O)Nc1ccccc1SC(F)(F)F	-1	4	0	19	28	10	3	4	-12	-4	-7
N#CCCN(Cc1ccccc1)C(=O)Nc1ccccc1	11	10	-12	1	8	12	3	14	-1	13	-7
COc1ccccc1/C=C/C1(C(=O)NC2CCCC2)CC(=O)N1c1ccc(C)cc1 (centres undefined)	-1	8	-6	60*	8	18	18	-7	12	2	0
Nc1[nH]c(C(=O)c2ccccc2)c(-c2ccccc2C(F)(F)F)c1C(=O)NCCc1cccs1	/	/	/	-30	-4	6	/	/	8	-4	2
COc1cccc(Nc2ncnc3c2cnn3C)c1	-6	7	-17	-8	-24	-11	-2	-1	2	-10	-6
NC(=O)/C(=C/c1ccco1)NC(=O)/C=C/c1ccccc1	-2	1	-8	0	-2	-12	-5	-1	-8	5	-12
COc1cccc(=O)c2c(C)n(CC(=O)c3ccccc3)c(C)c12	-23	-8	7	2	12	7	0	-6	5	3	2
COc1ccc(OC)c(NS(=O)(=O)c2ccc(SC)cc2)c1	-6	/	11	-7	45	6	6	-2	19	3	-4
Cc1nc2c(C)cccc2cc1C(=O)N/N=C/c1ccc(N(C)C)cc1	5	/	-14	-14	-13	-14	23	-3	11	9	2
Cn1c(=O)[nH]c(=O)c2c1nc(Br)n2CCCCSc1nc2ccccc2o1	6	/	-6	-6	12	-4	-9	5	18	2	19
CC(=O)c1cc2c(ccc3ccccc32)oc1=O	-31	0	-28	9	6	-35	-9	-2	-4	-11	8
O=S(=O)(Cc1ccccc1)NCC1CCCN(Cc2ccc(F)c(F)c2)C1 (centres undefined)	17	-15	-18	0	-9	-14	-2	-4	-5	-12	11
COc1ccccc1NC(=O)C1=C(C)NC(=O)NC1c1ccccc1[N+](=O)[O-] (centres undefined)	-30	0	-32	-21	-22	-37	-2	-6	23	1	-4
Cc1cc(S(=O)(=O)N(Cc2ccccc2F)C2CC2)ccc1-n1cnnn1	13	-10	0	-1	-12	-18	-3	-1	-8	-2	-3
CCC(=O)c1cn([C@@H](CCC(OC)OC)CC(=O)OC(C)(C)C)cc1CC	8	/	4	-1	11	2	-5	9	-6	8	-3
CS(=O)(=O)N(CC(=O)N1CCOCC1)c1ccc2c(c1)OCO2	0	0	-6	-7	-3	-15	14	0	/	6	-8
CCCN(CCC)S(=O)(=O)c1ccc(C(=O)Nc2cccnc2)cc1	12	-15	-8	-3	-18	5	-2	8	12	-6	2
COCCCNCCCOc1ccc(C(C)(C)c2ccccc2)cc1	5	7	2	13	-27	11	-6	-3	0	-3	2

These rows are one share of the data, so the mix of outcomes need not match the whole.
